# DSG3 Ab inh: blocks pemphigus antibody binding to human desmoglein-3. DSG3-coupled beads, scFv-anti-DSG3-GFP binding, flow cytometry; hits give low values. binding (percent of control), % at 10 µM. 310,000 compounds, 0.48% hits. P32926;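 active = binding more than 3 SD below its plate's average and above zero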;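 note: hits lower antibody fragment binding to DSG3; some compounds called inactive have numbers as strong as hits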
# PKA-R1A activ: PKA-R1A complex activation; P00514+P68181; PKA-R1A dissociation, Cy5-IP20 fluorescence polarization; scaled: DMSO 0%, 113 µM cGMP 100%; activation, % at 11.4 µM; 340,000 compounds, 0.083% hits; AID 504707;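 active = percent activation above the mean of all tested compounds plus 3 SD, cut at about 19% in these data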;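 note: higher means more PKAc released from R1A so a rise in polarization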
# SR-BI uptake up: SR-BI HDL lipid transfer activation. CHO ldlA[mSR-BI] cells, DiI-HDL uptake fluorescence, 3 h; 100 = double the neutral-control signal. activation, % at 12.5 µM. 320,000 compounds, 0.096% hits. AID 504775;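 active = mean replicate activation of at least 60% and every replicate at or above 60%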;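 note: 0% = median plate neutral-control signal and 100% = twice that signal; values of inactives mirror those of a sister screen read the other way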
#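 Test system: SR-BI-overexpressing, LDLR-lacking CHO cells; Also added: labelled HDL, 10 µg/mL; Measured by: bottom-read cell fluorescence after medium removal, ex 550/em 595 nm; Timing: 3 h uptake period with compound, 37 °C; Buffer or medium: F12, 0.5% BSA, 25 mM HEPES; Doses: single compound concentration, delivered by pin transfer.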
# MITF act: MITF TRPM1 promoter activation in melanoma cells; 300,000 compounds, 0.75% hits; SK-MEL-5 TRPM1-promoter luciferase, 24 h; % of positive control, neutral wells = 0; activation, % at 12.5 µM;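 active = mean activation of at least 80% with every replicate also reaching 80%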;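 note: 0% = neutral control wells and 100% = parthenolide positive control wells; values of inactives mirror those of a sister screen read the other way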
# dFosB activator: enhances mouse delta FosB homodimer DNA binding; purified delta FosB, TAMRA-CDK5 oligo fluorescence polarization; percent of positive-control signal above neutral wells; activation, % at 25 µM; 340,000 compounds, 0.99% hits; AID 493131;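 active = mean activation above about 17%, with every replicate also reaching it, limit read from the data, passing the limit was not always enough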;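 note: fluorescence polarization rise as delta FosB binds a TAMRA Cdk5 AP-1 oligo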
# Target sequence (P13346 whole entry, looked up): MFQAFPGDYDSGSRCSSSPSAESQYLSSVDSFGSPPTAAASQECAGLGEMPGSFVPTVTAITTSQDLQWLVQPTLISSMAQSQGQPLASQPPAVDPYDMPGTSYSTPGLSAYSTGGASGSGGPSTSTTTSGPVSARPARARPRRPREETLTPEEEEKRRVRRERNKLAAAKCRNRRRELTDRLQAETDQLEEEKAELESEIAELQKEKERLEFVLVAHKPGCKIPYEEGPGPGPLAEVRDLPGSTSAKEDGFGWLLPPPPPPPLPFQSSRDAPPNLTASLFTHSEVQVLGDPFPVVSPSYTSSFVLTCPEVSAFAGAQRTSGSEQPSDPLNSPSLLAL
# PKA-R2B activ: activators of human PKA-R2B complex; PKA-R2B holoenzyme dissociation, Cy5-IP20 fluorescence polarization; R2B truncated from residue 108, S112A mutant; 0% DMSO only, 100% 113 µM cGMP; 340,000 compounds, 0.079% hits; activation, % at 11.4 µM;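 active = activation above a cutoff set at the mean over all compounds plus 3 SD, cut at about 18% in these data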;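 note: higher means more holoenzyme dissociation and a rise in polarization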
# Mot1-301 SUMO: inhibitors of SUMOylation pathway: yeast Mot1-301 growth rescue; S. cerevisiae Mot1-301 growth rescue, ATP luminescence, 38.5C; percent above DMSO median, 100 means doubled; growth rescue, % at 18.8 µM; 320,000 compounds, 1% hits; AID 2716;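 active = every valid replicate shows activation above 250% relative to neutral control wells; inactive = the rest, any valid replicate at or below 250%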;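 note: OY570 slx delta 5 strain wells were the positive control but not used for scaling; some compounds called inactive have numbers as strong as hits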
# SR-BI DiI inh: mouse SR-BI HDL lipid transfer inhibition; Q61009; ldlA[mSR-BI] CHO cells, DiI-HDL uptake fluorescence, 3 h; inhibition, % at 12.5 µM; 320,000 compounds, 0.96% hits;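 active = mean replicate inhibition of at least 70% and a set share of replicates each scoring 70 or more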;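 note: 0% = median of neutral control wells and 100% = median of positive control wells; values of inactives mirror those of a sister screen read the other way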
# Target sequence (Q61009 whole entry, looked up): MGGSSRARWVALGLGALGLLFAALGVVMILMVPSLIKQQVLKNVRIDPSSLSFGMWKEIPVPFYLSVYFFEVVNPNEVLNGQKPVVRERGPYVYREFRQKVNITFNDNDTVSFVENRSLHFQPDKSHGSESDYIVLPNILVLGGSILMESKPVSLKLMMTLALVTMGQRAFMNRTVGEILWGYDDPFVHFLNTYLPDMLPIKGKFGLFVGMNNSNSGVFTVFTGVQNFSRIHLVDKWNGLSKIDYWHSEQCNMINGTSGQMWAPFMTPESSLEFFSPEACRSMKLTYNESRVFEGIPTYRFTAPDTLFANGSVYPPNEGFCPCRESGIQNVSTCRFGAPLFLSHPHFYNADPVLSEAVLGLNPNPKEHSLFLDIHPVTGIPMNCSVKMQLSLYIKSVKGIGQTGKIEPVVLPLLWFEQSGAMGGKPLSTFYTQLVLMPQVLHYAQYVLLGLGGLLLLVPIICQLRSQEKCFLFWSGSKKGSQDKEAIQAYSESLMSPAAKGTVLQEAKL
# Arr AP2 block: blocks beta-arrestin peptide binding to AP2 adaptin; AID 504490; inhibition, % at 10 µM; 340,000 compounds, 0.31% hits; FITC-arrestin peptide / GST-AP2 beads, flow cytometry; AP2 beta2 appendage carries R879A mutation;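 active = inhibition above a set limit, near 3 SD of compounds lacking own fluorescence, cut at about 54% in these data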;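 note: plate controls were DMSO wells for no effect and 5 µM unlabelled arrestin peptide for full effect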
#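 system = GST-tagged AP2 beta2-adaptin appendage (R879A) on 4 µm glutathione beads | reagent = FITC-labelled arrestin peptide probe, 50 nM final | schedule = compound with beads 12 min RT, then probe 1 h RT | signal = HyperCyt-sampled flow cytometry, FL1 channel, ex 488/em 535 nm | read-out = percent response from loss of bead-bound FITC fluorescence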
# NSD2 HMT inh: inhibitors of human histone methyltransferase NSD2; O96028; NSD2 peptide methylation, AlphaScreen, 120 min; inhibition, % at 12.5 µM; 310,000 compounds, 0.54% hits; AID 743445; in the data active = inhibition above about 50%
# CDK5 p35 inh: inhibitors of human CDK5/p35 kinase. Recombinant CDK5/p35, ADP-Glo luminescence, 60 min. inhibition, % at 10 µM. 330,000 compounds, 0.01% hits;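 active = highest replicate inhibition of at least 50% and at least 75% of replicates reaching 50%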;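 note: plate controls were DMSO neutral control for no effect and GW8510 at 10 µM for full effect; many of its hits are not listed in these tables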
# * hit, by the source's call; / = not tested or not shown.
SMILES,DSG3 Ab inh,PKA-R1A activ,SR-BI uptake up,MITF act,dFosB activator,PKA-R2B activ,Mot1-301 SUMO,SR-BI DiI inh,Arr AP2 block,NSD2 HMT inh,CDK5 p35 inh
Cn1nc(-c2ccc(C(=O)NCCO)cc2)c2ccccc2c1=O,109,-2,4,-3,-3,2,-11,-4,-6,2,1.3
CCOC(=O)c1c(C)[nH]c(C(C)=O)c1C,97,-17,7,/,4,-7,-6,-7,-7,-2,-0.2
O=C(OCCCCN1C(=O)c2ccccc2C1=O)c1ccc(S(=O)(=O)N2CCCC2)cc1,101,-1,0,-8,-5,-9,0,0,12,0,-1.1
COC(=O)c1ccc(Sc2ccc(F)cc2)c(N)c1,102,-6,12,57,6,0,-6,-12,3,-8,-0.2
CCOc1ccc(S(=O)(=O)N2CCC(C(=O)N3CCN(c4ccccc4)CC3)CC2)cc1,106,-10,/,-14,-10,5,487*,9,-5,1,-0.7
COc1cc(NC(=O)Cc2ccc(F)cc2)cc(OC)c1OC,86,1,6,-9,4,3,8,-6,1,-2,-1.2
COc1cc(-c2noc(C)c2/C=C/c2ccc(OC(C)=O)cc2)cc(OC)c1OC,98,1,-75,-26,4,-4,4,75*,30,/,1.9
Cc1cccc(N/C=C/C(=C(C#N)C#N)N(C)C)c1,126,11,-13,2,-5,-6,-6,13,-6,2,-2.4
CNC(=O)c1ccc(NC(=O)C2CCN(S(=O)(=O)c3cccc(C(F)(F)F)c3)CC2)cc1,105,5,5,6,13,7,11,-5,18,1,-0.7
CC(=O)Nc1cccc(C(=O)OCC(=O)c2ccc(S(=O)(=O)N3CCCCC3)cc2)c1,108,-11,-10,-6,-8,7,-19,10,3,0,-1.3
CCOc1cc(S(=O)(=O)N(CC)CC)c(OCC)cc1-n1cnnn1,102,4,8,-13,2,-10,/,-8,4,3,0.1
CCOC(=O)NC(=O)c1cn(Nc2ncc(C(F)(F)F)cc2Cl)c(=O)[nH]c1=O,/,-5,-2,/,-6,-2,-17,2,9,-2,-2.1
CCC(=O)Nc1nnc(S(=O)(=O)N(CC(C)C)c2ccccc2)s1,89,-18,7,-7,1,-2,348,-7,-1,-1,2.0
O=C(c1ccco1)N1CCN(C(=O)C23CC4CC(CC(C4)C2)C3)CC1,110,1,8,10,0,-3,378,-8,15,-3,-1.5
Cn1c(SCC(=O)c2ccc(F)cc2)ncc(C(=O)Nc2ccccc2)c1=O,98,-12,15,-26,-2,-1,82,-15,4,-1,0.4
COc1ccc(N(C)S(=O)(=O)c2cccc(C(=O)NCC3CCCCC3)c2)cc1,102,4,-18,5,-1,-10,/,18,-15,-7,0.3
O=C(Nc1cccc(-n2cnnn2)c1)c1ccc(C(F)(F)F)cc1,103,5,-25,4,-13,-5,-13,25,25,7,0.0
CC(=O)N1CCC[C@H]1C(=O)O,80,1,/,-4,-3,-4,5,/,9,-5,-1.2
O=C(Nc1ccccc1)C1CCN(S(=O)(=O)c2cccs2)CC1,/,1,3,-8,1,-9,/,-3,2,-5,-1.7
COc1ccc(NC(=O)CN(c2ccc(OC)c(Cl)c2)S(=O)(=O)c2ccccc2)c(OC)c1,100,-11,-57,-3,-3,1,-14,57,-4,-1,-0.6
COC(=O)c1ccc(CSc2nnc(-c3c[nH]c4ccccc34)n2-c2ccccc2)cc1,89,-8,-47,-16,-5,-1,204,47,2,8,-1.2
C=CCn1c(SCC(=O)NC(=O)c2cccc([N+](=O)[O-])c2)nnc1-c1ccccc1,101,-2,-1,-1,-3,-6,-10,1,5,2,-2.2
Cc1cc(C(=O)CSc2nc3ccccc3o2)c(C)n1C1CC1,103,-9,-38,/,-9,-6,306,38,-12,-4,0.1
Nc1nonc1-n1nnc(C(=O)N/N=C/c2ccc(Cl)cc2)c1-c1ccc2c(c1)OCO2,100,-8,-23,8,32*,6,21,23,1,-4,1.3
CCN(CC(=O)Nc1ccc2c(c1)OCCO2)CC(=O)Nc1ccc(C)c([N+](=O)[O-])c1,/,6,0,3,-10,-4,25,0,31,1,0.1

# (listing goes on)
SMILES,DSG3 Ab inh,PKA-R1A activ,SR-BI uptake up,MITF act,dFosB activator,PKA-R2B activ,Mot1-301 SUMO,SR-BI DiI inh,Arr AP2 block,NSD2 HMT inh,CDK5 p35 inh
COc1ccc(CCNC(=O)C(=O)NCC2OCCN2S(=O)(=O)c2ccc(OC)c(OC)c2)cc1OC (configuration not stated),109,-10,4,/,-7,0,-6,-4,11,/,-1.1
C=CCNC(=O)c1ccc(C2SCC(=O)N2Cc2ccco2)cc1 (configuration not stated),125,-9,3,-13,-8,-18,16,-3,22,6,-1.9
COc1ccc(OC)c(NC(=O)CSc2nc3n[nH]c(C)c3c(=N)n2-c2cccc(Cl)c2C)c1,103,8,-27,20,0,-5,-6,27,15,4,-0.9
Cc1csc(CNc2ncnc3ccc(-c4cccnc4)cc23)c1,105,0,9,-5,-31,-6,-7,-9,-3,/,-0.3
COc1ccc(NC(=O)CN(c2ccccc2OC)S(=O)(=O)c2cccs2)cc1Cl,94,8,-15,-10,-4,-8,9,15,5,0,0.6
Cn1c(=O)c([N+](=O)[O-])c(NC2CCS(=O)(=O)C2)c2ccccc21 (configuration not stated),/,1,12,-1,-1,15,-10,-12,12,0,-1.2
O=C(O)CSc1nc2sc3c(c2c(=O)n1-c1ccccc1)CCC3,95,0,8,-8,-3,1,/,-8,5,6,-0.2
Cn1c(CN2CCOCC2)nc2cc(NC(=O)c3ccccc3Cl)ccc21,/,-1,1,8,-5,-2,70,-1,6,-2,0.0
CCOC(=O)CCC(NC(=O)CCC(=O)NC(CCC(=O)OCC)C(=O)OCC)C(=O)OCC (configuration not stated),128,1,-13,-2,4,-7,-2,13,28,-3,0.6
Cc1ccc(NC(=O)c2cc([N+](=O)[O-])ccc2N2CCCC2)cc1,103,-4,-11,-13,-2,-12,76,11,-13,-19,2.0
O=C(/C(=C/c1ccccc1)n1cncn1)c1ccc(Cl)cc1Cl,104,-4,-1,-4,-6,-6,184,1,-5,5,1.6
CCN(CC(=O)Nc1ccc(NC(C)=O)cc1)C(=O)c1ccccc1SCC(=O)N1CCCC1,92,-18,9,11,-2,-4,-4,-9,0,-1,-1.6
CCN1C(=O)/C(=C/c2ccc(N3CCCC3)cc2)NC1=S,288,-5,-46,49,-2,-3,6,46,-8,-8,0.6
Cc1nc2ccc(NC(=O)CSc3ccccc3)cc2s1,99,-4,16,98*,-2,-8,-1,-16,20,-3,0.4
COC(=O)c1cccc2nc3c(C(C)O)cccc3nc12 (configuration not stated),/,-13,-36,3,-1,-3,11,36,5,/,0.5
O=C(CN1C(=O)CSc2ccc(S(=O)(=O)N3CCCCCC3)cc21)NCCc1ccccc1,121,-8,26,0,-8,0,/,-26,9,1,-0.4
Cc1ccc(C(C(=O)NC2CCCC2)N(C(=O)CNC(=O)c2cccs2)c2cccnc2)o1 (configuration not stated),111,-4,8,-4,-2,-3,-17,-8,5,7,0.1
COc1ccc(C/C(O)=C(\C#N)c2nc3ccccc3[nH]2)cc1OC,/,3,3,9,2,-6,626,-3,33,0,0.6
CCOC(=O)c1c(C)sc2c1N(C(=O)CN(CC)CC)c1ccccc1S2,101,6,21,/,3,2,-16,-21,-2,11,0.5
CC(=O)N1CCC(C(=O)Nc2ccc(S(=O)(=O)N3CCCC(C)C3)cc2)CC1 (configuration not stated),98,-1,0,-5,-5,-4,/,0,-3,-1,-3.9
Cc1cccc(Oc2ccccc2NC(=O)CN2C(=O)NC3(CCCC3)C2=O)c1,107,-9,30,-2,-11,8,-8,-30,-15,1,0.4
Clc1ccc(N=c2ssnc2Cl)nc1,101,-8,-15,-18,-3,-15,655*,15,2,18,-0.1
CCN(CC)S(=O)(=O)c1ccc(/C=C/C(=O)OCC(=O)Nc2cccnc2Cl)cc1,103,2,-12,-4,-2,-3,-19,12,-5,2,0.0
CCOc1ccc(NC(=O)COC(=O)CNC(=O)c2ccc(-c3ccccc3)cc2)cc1,/,-2,-5,20,10,0,0,5,0,-5,-3.4

# From PubChem BioAssay
